Compound activity: PubChem BioAssay, several laboratories
L major viab: inhibitors of Leishmania major promastigote growth | inhibition, % at 10 µM | 200,000 tested, 9% active | Leishmania major promastigotes, resazurin fluorescence viability; in the data active = inhibition above about 50%;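 also: promastigotes grown with compound for 44 hours at 28 °C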
Redox H2O2 prof: compounds producing H2O2 with reducing agent – biochemical, NIH compound library profiling, artefact control for MLSCN library redox annotation, primary screen. activation, % at 10 µM. 200,000 tested, 0.03% active. DTT-dependent redox cycling H2O2, phenol red/HRP absorbance; 100% = 100 µM peroxide control, 0% = buffer;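 active = activation of at least 50% relative to the plate's high and low controls in the primary single-dose screen; inactive = activation below 50%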;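 also: compound incubated with DTT at 0.8 mM final as the reducing agent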
ROMK primary: human ROMK K+ channel modulation, primary screen; 130,000 tested, 2% active; B-score at 10 µM; Tet-inducible ROMK, thallium flux fluorescence; actives lie on both sides;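 active = signal ratio slope over the read window, or its plate-corrected B-score, at least 3 SD from the plate mean, either direction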;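 also: B-score of the F/F0 ratio slope over 7 to 12 s after thallium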
Target sequence (P48048 whole entry, looked up): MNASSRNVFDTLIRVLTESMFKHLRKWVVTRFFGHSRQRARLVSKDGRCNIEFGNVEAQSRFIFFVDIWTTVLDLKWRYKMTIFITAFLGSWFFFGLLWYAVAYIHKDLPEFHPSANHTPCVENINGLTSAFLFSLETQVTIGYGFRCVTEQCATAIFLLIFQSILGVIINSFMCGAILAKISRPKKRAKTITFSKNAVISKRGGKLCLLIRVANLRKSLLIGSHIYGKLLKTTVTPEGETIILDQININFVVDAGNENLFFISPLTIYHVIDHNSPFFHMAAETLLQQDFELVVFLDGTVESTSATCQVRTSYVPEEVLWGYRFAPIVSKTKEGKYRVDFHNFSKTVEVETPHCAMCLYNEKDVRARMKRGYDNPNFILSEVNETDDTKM
PPARg SRC-2 ag: promotes SRC-2 coactivator recruitment by human PPARgamma; activation, % at 8 µM; P37231; 200,000 tested, 0.34% active; PPARgamma LBD-SRC-2 recruitment, biochemical; in the data active = activation above about 22%;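 also: 0% = vehicle and 100% = reference agonist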
PPARg SRC-1 ag: PPARgamma-driven SRC-1 recruitment agonism. PPARgamma-SRC-1 coactivator recruitment biochemical assay. 200,000 tested, 0.41% active. activation, % at 8 µM; in the data active = activation above about 19%;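 also: 0% = DMSO and 100% = reference agonist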
bIAP act: intestinal alkaline phosphatase (bovine) activation | activation factor at 20 µM | purified bovine IAP, CDP-star luminescence, 30 min; stronger effect = higher value; fold of DMSO-control signal, blank-subtracted | 200,000 tested, 0.17% active;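 active = activation factor of 2 or more at 20 µM, a signal rise over negative controls twice the positive control's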
S1P3 antag: blocks the human S1P3 receptor; CHO S1P3 NFAT-BLA reporter, FRET fluorescence, antagonist mode; inhibition, % at 4.98 µM; 170,000 tested, 0.27% active;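 active = inhibition above the plate cutoff, the mean inhibition of test wells on that plate plus 3 SD, cut at about 28% in these data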;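 also: cells challenged with S1P at its EC80 of 0.8 µM; blue over green emission ratio from cleaved BLA substrate after 4 h stimulation; 0% = S1P-stimulated wells and 100% = unstimulated DMSO-only wells; some compounds past the cut are filed as inactive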
Target sequence (Q99500 whole entry, looked up): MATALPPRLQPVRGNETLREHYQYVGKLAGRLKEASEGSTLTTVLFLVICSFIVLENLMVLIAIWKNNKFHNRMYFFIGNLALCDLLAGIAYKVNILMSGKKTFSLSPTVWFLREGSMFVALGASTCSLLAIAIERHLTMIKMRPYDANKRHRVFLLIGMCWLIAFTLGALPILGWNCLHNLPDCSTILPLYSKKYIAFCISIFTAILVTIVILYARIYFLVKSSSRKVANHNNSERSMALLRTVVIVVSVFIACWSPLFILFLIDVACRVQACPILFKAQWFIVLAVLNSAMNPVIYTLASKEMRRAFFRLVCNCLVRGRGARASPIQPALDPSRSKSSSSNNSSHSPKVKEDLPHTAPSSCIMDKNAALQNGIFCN
PPARg SRC3 recr: agonists of human PPARgamma SRC-3 coactivator recruitment. P37231. biochemical PPARgamma/SRC-3 coactivator recruitment assay. activation, % at 8 µM. 200,000 tested, 0.26% active. AID 731; in the data active = activation above about 23%;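 also: 0% = DMSO and 100% = reference agonist; some compounds past the cut are filed as inactive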
bIAP inh: intestinal alkaline phosphatase (bovine) inhibition | purified bovine IAP, CDP-star luminescence, 30 min | AID 1019 | 190,000 tested, under 10 active | inhibition, % at 20 µM;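 active = over 50% inhibition of intestinal alkaline phosphatase at 20 µM in the single-dose screen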
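Assay system: bovine IAP enzyme; medium: DEA buffer 100 mM, pH 9.8, with MgCl2 1.0 mM, ZnCl2 0.02 mM; doses: 20 µM single dose; incubation: enzyme reaction for 30 min at room temperature; detection: CDP-star luminescence signal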
TLR4 MyD88 comp: blocks binding of human TLR4 to MyD88; O00206+Q99836; HeLa CL3-4 TLR4/MyD88 BLA complementation, FRET ratio; inhibition, % at 8.4 µM; 200,000 tested, 0.18% active; in the data active = inhibition above about 25%;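 also: 0% = vehicle and 100% = reference inhibitor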
TR-FRET SRC-2 ct: counter-screen for PPARgamma SRC-2 recruitment agonists: TR-FRET artefact | stronger effect = higher value | TR-FRET ratio at 8 µM | 200,000 tested, 0.4% active | AID 1049; in the data active = TR-FRET ratio above about 2000; also: inactives centre near 1500; reference of the scale not given here
* = called active by the depositor; . = not tested or not shown.

SMILES	L major viab	Redox H2O2 prof	ROMK primary	PPARg SRC-2 ag	PPARg SRC-1 ag	bIAP act	S1P3 antag	PPARg SRC3 recr	bIAP inh	TLR4 MyD88 comp	TR-FRET SRC-2 ct
Cc1c(Cl)c([N+](=O)[O-])nn1CC(=O)NC(C)C1CC2CCC1C2 (stereo not given)	4	-0.3	-2.3	13	3	1	.	9	0	-18	1629
COc1cc(Cn2ccnc2)c(OC)cc1Cn1ccnc1	9	-0.1	.	4	2	1.1	.	4	-12	-4	1466
Cc1ccc(CN2CCNC(=O)C2CC(=O)N(C)C2CCCCC2)o1 (stereo not given)	-7	0.2	0.67	4	2	1	-18	1	1	6	1515
Cc1ccc(NC(=O)N(CCCN2CCOCC2)Cc2cc3cc4c(cc3[nH]c2=O)OCO4)cc1	2	0.2	-0.46	9	7	1	-5	12	0	-1	1462
CCOC(=O)c1ccccc1NC(=O)Cn1cnc2c(cnn2-c2ccccc2)c1=O	2	1.3	.	0	8	1	-36	9	-4	0	1785
CCCCCCNCc1cccc(Br)c1	54*	-5.2	-0.41	8	3	0.9	.	9	7	16	1684
O=C(c1ccc(Sc2cccc(Cl)c2)c([N+](=O)[O-])c1)N1CCN(c2ccccn2)CC1	-6	0.1	-0.69	-2	2	1	-16	-4	-4	-4	1599
CCOc1cc(CNc2ccc(O)cc2)ccc1OCc1ccc(Cl)cc1Cl	42	1.8	.	7	1	0.7	.	14	26	10	1876
Nc1c(Sc2ccccc2)c(=O)[nH]c(=O)n1Cc1ccccc1	-4	3.3	.	2	0	.	13	3	.	1	1448
CC(SC(=S)N(C)Cc1cccs1)C(=O)O (stereo not given)	-5	-0.8	-0.46	5	2	1	-15	0	2	-5	1699
CN1CCN(c2ccc([N+](=O)[O-])cc2C(=O)c2ccc(Br)cc2)CC1	5	-4.1	.	2	-3	1	.	2	2	5	1685
O=C(CSc1nnnn1C1CCCC1)Nc1ccc(F)cc1	-6	-3.1	.	-1	2	1	.	19	3	-4	1562
Cc1ccc(SCC(=O)Nc2ccc(C(=O)Nc3ccc(O)cc3)cc2)cc1	-6	1.2	-0.32	5	3	1.5	9	5	-47	-13	1787
Cc1ccc(SC(C)C(=O)NCc2ccc(F)cc2)cc1 (stereo not given)	-2	-0.9	-0.046	3	0	1.1	-5	-4	-8	4	1497
Cc1nc2ccc(S(=O)(=O)NC(C(=O)N3CCn4c3nc3ccccc34)C(C)C)cc2s1 (stereo not given)	15	-1.1	.	0	0	1	-9	-4	3	-4	1808

Brought forward from above: 3 entries; new compounds follow.
SMILES	L major viab	Redox H2O2 prof	ROMK primary	PPARg SRC-2 ag	PPARg SRC-1 ag	bIAP act	S1P3 antag	PPARg SRC3 recr	bIAP inh	TLR4 MyD88 comp	TR-FRET SRC-2 ct
Cc1ccc(SCC(=O)Nc2ccc(C(=O)Nc3ccc(O)cc3)cc2)cc1	-6	1.2	-0.32	5	3	1.5	9	5	-47	-13	1787
Cc1ccc(SC(C)C(=O)NCc2ccc(F)cc2)cc1 (stereo not given)	-2	-0.9	-0.046	3	0	1.1	-5	-4	-8	4	1497
Cc1nc2ccc(S(=O)(=O)NC(C(=O)N3CCn4c3nc3ccccc34)C(C)C)cc2s1 (stereo not given)	15	-1.1	.	0	0	1	-9	-4	3	-4	1808
CCC(=O)Nc1ccc(C(=O)Nc2ccc(Br)cc2F)cc1	-2	-0.9	0.41	-6	5	0.9	-7	-2	13	8	1400
Cc1[nH]n2c(=O)c3c(nc2c1-c1ccccc1)CCC3	22	-2.3	.	-1	-8	0.9	-20	3	13	-13	1614
Cc1[nH]n(-c2ccc(Cl)cc2)c(=O)c1C=Nc1ccc(S(=O)(=O)N2CCOCC2)cc1	-3	0.0	0.11	-7	1	1	.	-5	-2	1	1402
CCC(NS(=O)(=O)c1ccc(OC)cc1)C(=O)NCCC1=CCCCC1 (stereo not given)	1	0.0	0.48	8	2	1	.	-3	4	-9	1491
O=C(NC1CC1)C1=C[C@@H](c2coc3ccccc3c2=O)C[C@@H](OCc2ccc(CO)cc2)O1	1	0.0	.	3	-5	1.1	-16	-1	-8	-13	1459
CCCNC(=O)Nc1nc(CC(=O)OCC)cs1	-2	-0.6	0.22	-5	-4	0.9	-5	0	7	-10	1442
[O-]C1=N/[N+](=C/c2ccc(Cl)cc2)CC1	-4	0.1	-0.56	4	4	1	.	-1	-2	-2	1606
O=C(c1ccc(S(=O)(=O)N2CCOCC2)cc1)N1CCN(c2ccc(F)cc2)CC1	-6	7.2	.	0	0	0.9	5	3	6	2	1788
CCOC(=O)C1=C(C)NC2=C(C(=O)CCC2)C1c1cccnc1 (stereo not given)	4	1.0	-0.026	-5	2	1	-25	-3	3	5	1537
C/C(=N\NC(=S)Nc1cccc(C)c1)c1ccco1	27	-0.1	.	9	-4	1.1	7	4	-14	-6	1643
COc1cc(C(=O)Nc2cc(C(F)(F)F)ccc2-n2cncn2)cc(OC)c1OC	15	-2.7	-0.37	5	0	1	-3	1	-2	4	1540
COc1ccccc1NC(=O)CSc1nnc(Cc2ccccc2)o1	-2	-0.5	.	-4	-4	1	20	10	0	6	1480
CCc1cccc(C)c1NC(=O)CCCC(=O)O	-5	0.9	.	8	2	1	.	9	3	-13	1537
Cc1ccc(NC(=O)CCn2ccc([N+](=O)[O-])n2)nc1	-4	-0.2	-0.42	2	0	1	-11	3	5	-3	1526
Cc1cccc(S(=O)(=O)NNC(=O)Cc2cccn2C)c1	2	-0.6	-0.62	-7	1	1.1	-23	-4	-7	-10	1582

Whole records as entered above. Screens in order: L major viab, Redox H2O2 prof, ROMK primary, PPARg SRC-2 ag, PPARg SRC-1 ag, bIAP act, S1P3 antag, PPARg SRC3 recr, bIAP inh, TLR4 MyD88 comp, TR-FRET SRC-2 ct
Shown for CCc1cccc(C)c1NC(=O)CCCC(=O)O : -5, 0.9, ., 8, 2, 1, ., 9, 3, -13, 1537
Shown for COc1cc(C(=O)Nc2cc(C(F)(F)F)ccc2-n2cncn2)cc(OC)c1OC : 15, -2.7, -0.37, 5, 0, 1, -3, 1, -2, 4, 1540
Shown for CCOC(=O)C1=C(C)NC2=C(C(=O)CCC2)C1c1cccnc1 (stereo not given) : 4, 1.0, -0.026, -5, 2, 1, -25, -3, 3, 5, 1537
Shown for CCCNC(=O)Nc1nc(CC(=O)OCC)cs1 : -2, -0.6, 0.22, -5, -4, 0.9, -5, 0, 7, -10, 1442
Shown for O=C(NC1CC1)C1=C[C@@H](c2coc3ccccc3c2=O)C[C@@H](OCc2ccc(CO)cc2)O1 : 1, 0.0, ., 3, -5, 1.1, -16, -1, -8, -13, 1459

New compounds follow
SMILES	L major viab	Redox H2O2 prof	ROMK primary	PPARg SRC-2 ag	PPARg SRC-1 ag	bIAP act	S1P3 antag	PPARg SRC3 recr	bIAP inh	TLR4 MyD88 comp	TR-FRET SRC-2 ct
CC1C2CC(C(S(=O)(=O)N3CCOCC3)C2=O)C1(C)C (stereo not given)	-3	0.1	-0.36	-6	0	0.9	-21	-6	5	4	1494
CS(=O)(=O)C1=NSC2=NC(=O)/C(=C\c3cccn3-c3ccccc3Cl)C(=N)N21	-8	-0.6	-0.61	12	13	1	3	5	-4	-7	1739
CNC(=O)C(C)NS(=O)(=O)c1ccc(F)cc1 (stereo not given)	-6	0.4	1.1	1	-2	0.9	.	4	6	0	1655
Cc1cc(O)c(C(C[N+](=O)[O-])c2ccc(Cl)cc2Cl)c(=O)o1 (stereo not given)	49	-0.1	0.55	-5	0	1	.	-2	1	0	1507
COc1ccc(NC(=O)CN2CCc3ccccc3C2)cc1OC	-4	0.0	-0.14	3	4	1.1	-20	5	-5	-4	1538
Cc1ccc(C(=O)N2CCN(C(=O)c3ccco3)CC2)cc1NC(=O)c1ccco1	-2	-0.3	1.7	-1	-1	1	-11	4	0	1	1529
CCOc1ccc(NC(=O)CCS(=O)(=O)c2ccc3c(c2)CCCN3C(=O)CC)cc1	63*	0.1	-0.13	11	1	0.9	.	4	9	0	1553
Cc1ccc(S(=O)(=O)NCCN=C(CN2CCOCC2)NS(=O)(=O)c2ccc(C)cc2)cc1	-1	-1.5	-0.58	0	-3	1	-7	-1	0	-24	1509
Cc1cc([N+](=O)[O-])nn1CC(=O)Nc1ccc(F)cc1	-7	0.3	0.68	1	8	1	-15	1	0	2	1445
CCNS(=O)(=O)c1ccc(CCC(=O)NCCC2=CCCCC2)cc1	44	0.1	-0.65	-4	15	0.8	-10	5	15	-8	1565
COc1cc(OC)c(C#N)c(S(=O)(=O)Cc2ccccc2)c1	19	2.5	.	1	0	1	.	-11	2	-7	1677
COc1ccc(S(=O)(=O)NCCSCc2ccco2)cc1C	1	1.3	.	5	-3	.	.	-8	.	-15	1615
O=c1oc2ccccc2c(O)c1/C=C1\C=Nc2ccccc21	100*	-6.4	.	3	6	0.9	.	-2	11	7	1551
COc1cccc(NC(=O)CN(C)C(C)C(=O)Nc2ccc(C#N)cc2)c1 (stereo not given)	5	-0.5	0.12	3	6	1.1	-11	0	-10	1	1558
CCn1cc(CN2CCc3c([nH]c4ccccc34)C2c2cccc(OC)c2)c(C)n1 (stereo not given)	29	0.6	-0.39	2	3	1.1	7	0	-5	-5	1719
CC(C)N(NC(=O)c1cccc2ccccc12)C(C)C	-7	-0.3	1.3	6	0	1	-9	0	-4	3	1629
NC(=O)c1ccc(NC(=O)COC(=O)/C=C/c2cn(-c3ccccc3)nc2-c2cccnc2)cc1	51*	.	0.0091	3	5	0.9	-10	9	8	-17	1757
Cc1[nH]c2ccccc2c1/C=N/NC(=O)CNC(=O)COc1ccccc1	10	-0.1	0.1	-1	0	0.9	6	8	14	8	1639
CCN1CCN(C(=O)Nc2ccc(Cc3ccc(NC(=O)N4CCN(CC)CC4)cc3)cc2)CC1	-1	-0.3	.	1	-5	1.5	13	0	-48	12	1442
COC(=O)Cc1csc(Nc2ccccc2)n1	-2	-0.4	0.019	5	-1	1.7	4	7	-74	7	1643
CC(C)N1C(=O)C2C(C(=O)NC3CCCCC3)C3C=CC2(O3)C1C(=O)NC1CCCCC1 (stereo not given)	-1	-0.5	0.34	6	12	1.1	-10	9	-5	-1	1649
Cc1ccc(C(=O)N/C(=C\c2cccs2)C(=O)NCCc2c[nH]c3ccccc23)cc1	11	0.4	.	7	-1	0.9	1	1	9	4	1417
CCCCCCCCCCCCCCCC(=O)OC[C@H](COP(=O)([O-])OCC[N+](C)(C)C)OC(=O)CCCCCCCCCCCCCCC	-7	-0.4	.	-3	5	1.1	-5	-6	-14	-9	1486
CC1(C)CC2(CCO1)OC(=O)CC2C(=O)NCc1ccccc1 (stereo not given)	-3	-0.2	-0.46	-6	-8	0.9	-11	-7	5	-4	1296
C=CCOc1nc2c(c(=O)n(C)c(=O)n2C)n1Cc1ccccc1Cl	9	0.6	-2	6	4	0.9	.	16	5	1	1353
